Source: PubChem BioAssay
TWEAK-Fn14 inh – inhibitors of TWEAK-Fn14 signaling, primary screen, luciferase reporter cells, uHTS. inhibition, % at 10 µM. 360,000 tested, 2% active. TWEAK-stimulated Fn14 reporter cells, luciferase luminescence, 8 h; in the data active = inhibition above about 50%
NR2F2 inh – NR2F2 transcriptional activity inhibitors, primary screen, cell-based, luciferase reporter, HEK293T, luminescence | HEK293T NGFI-A luciferase reporter | AID 686940, 2013 | 370,000 tested, 0.7% active | inhibition, % at 8.6 µM | COUP transcription factor 2 (Homo sapiens), P24468;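 active = inhibition above a per-plate cutoff, mean inhibition of test wells between control levels plus 3 SD, cut at about 38% in these data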;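 note: cells cotransfected with COUP-TFII expression vector driving the NGFI-A reporter; 0% = median of COUP-TF2 test wells and 100% = reporter-only cells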
TRAIL sens C8 – viability loss with TRAIL in NB7+C8 cells, primary screen, TRAIL sensitizer project, cell-based, ATPlite luminescence. inhibition (viability loss, TRAIL sensitization), % at 10 µM. AID 624354, 2012. 360,000 tested, 1% active;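 active = compounds causing at least 50% loss of cell viability in the single-dose screen, relative to plate controls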
TROY NFkB inh – inhibitors of TROY-driven NF-kB signaling, primary screen, Q293 LMP1-TROYcd cells, NF-kB luciferase, uHTS; Q293 LMP1-TROYcd NF-kB luciferase reporter, 4 h; inhibition, % at 10 µM; 360,000 tested, 0.98% active; AID 1347056, 2019;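 active = compounds whose plate-normalised and pattern-corrected inhibition of the luciferase reporter signal at the single screening dose is 50% or more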
EBV LMP1 NFkB – EBV LMP1-driven NF-kappaB luciferase reporter inhibitors, primary screen, cell-based, luminescence, single point; inhibition, % at 12.5 µM; 350,000 tested, 0.69% active; LMP1-induced NF-kappaB luciferase reporter cells; in the data active = inhibition above about 41%;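 note: 0% = neutral control wells and 100% = reference inhibitor control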
CF NFkB block – inhibitors of PAF-induced NF-kB signaling, primary screen, cell-based, GFP fluorescence, uHTS; KKLEB NF-kB-GFP reporter, GFP fluorescence overnight; inhibition, % at 5 µM; 360,000 tested, 0.86% active;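 active = at least 50% inhibition at 5 µM, scaled per plate between neutral and stimulator controls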;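 note: PAF is a Pseudomonas aeruginosa culture filtrate used as stimulus; plate controls were PAF-stimulated DMSO wells for no effect and unstimulated DMSO wells for full effect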
KKLEB tox – cytotoxicity in KKLEB CF airway cells, primary screen, cytotoxicity control for CF NF-kB inhibitor project, cell-based, uHTS, fluorescence assay plates. activity change (cytotoxicity), % at 5 µM. 360,000 tested, 0.36% active. KKLEB CF airway cells viability, ATPlite luminescence, overnight; hits give low values; cells stimulated with P. aeruginosa culture filtrate;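 active = corrected activity change at or below -50% at 5 µM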
NCOA3 inh – SRC3 coactivator transcriptional activity inhibitors, primary screen, cell-based, luminescence; Nuclear receptor coactivator 3 (Homo sapiens), Q9Y6Q9; HEK293 GAL4-SRC3 luciferase reporter; inhibition, % at 3.6 µM; 360,000 tested, 0.17% active; AID 588352, 2011;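 active = inhibition above a per-campaign cutoff, the mean of all compounds plus 3 SD, cut at about 60% in these data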;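 note: 0% = DMSO-treated cells and 100% = gossypol-treated cells at 36 µM; higher means less SRC3-driven luciferase light from the GAL4 reporter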
NCOA1 inh – SRC1 coactivator transcriptional activity inhibitors, primary screen, cell-based, luminescence. HEK293 GAL4-SRC1 luciferase reporter. inhibition, % at 3.6 µM. 360,000 tested, 0.12% active;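 active = inhibition above the campaign mean plus 3 SD, with each screening campaign given its own cutoff, cut at about 60% in these data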;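 note: 0% = DMSO treated cells and 100% = gossypol at 36 µM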
LRH-1 inv ag – LRH-1 (NR5A2) inverse agonists, primary screen, cell-based, luminescence, HEK293T, StAR-luciferase reporter; LRH-1 transfected, 24 h; inhibition, % at 3.6 µM; 360,000 tested, 0.13% active; AID 602396, 2012;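 active = inhibition above the mean inhibition of all tested compounds plus 3 SD, cut at about 73% in these data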;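 note: 0% = DMSO wells and 100% = reporter-only cells lacking LRH-1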
SRC2 inh – inhibition of GAL4-SRC2 driven luciferase reporter, primary screen, SRC2 inhibitor project, cell-based, luminescence; HEK293 GAL4-SRC2 luciferase reporter; inhibition, % at 9 µM; 370,000 tested, 0.17% active; AID 651957, 2012;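 active = inhibition above the mean inhibition of all tested compounds plus 3 SD, set per campaign, cut at about 52% in these data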;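 note: 0% = DMSO treated cells and 100% = cells given Gossypol at 36 µM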
Target sequence (Q15596 whole entry, looked up, the tested form may be a part): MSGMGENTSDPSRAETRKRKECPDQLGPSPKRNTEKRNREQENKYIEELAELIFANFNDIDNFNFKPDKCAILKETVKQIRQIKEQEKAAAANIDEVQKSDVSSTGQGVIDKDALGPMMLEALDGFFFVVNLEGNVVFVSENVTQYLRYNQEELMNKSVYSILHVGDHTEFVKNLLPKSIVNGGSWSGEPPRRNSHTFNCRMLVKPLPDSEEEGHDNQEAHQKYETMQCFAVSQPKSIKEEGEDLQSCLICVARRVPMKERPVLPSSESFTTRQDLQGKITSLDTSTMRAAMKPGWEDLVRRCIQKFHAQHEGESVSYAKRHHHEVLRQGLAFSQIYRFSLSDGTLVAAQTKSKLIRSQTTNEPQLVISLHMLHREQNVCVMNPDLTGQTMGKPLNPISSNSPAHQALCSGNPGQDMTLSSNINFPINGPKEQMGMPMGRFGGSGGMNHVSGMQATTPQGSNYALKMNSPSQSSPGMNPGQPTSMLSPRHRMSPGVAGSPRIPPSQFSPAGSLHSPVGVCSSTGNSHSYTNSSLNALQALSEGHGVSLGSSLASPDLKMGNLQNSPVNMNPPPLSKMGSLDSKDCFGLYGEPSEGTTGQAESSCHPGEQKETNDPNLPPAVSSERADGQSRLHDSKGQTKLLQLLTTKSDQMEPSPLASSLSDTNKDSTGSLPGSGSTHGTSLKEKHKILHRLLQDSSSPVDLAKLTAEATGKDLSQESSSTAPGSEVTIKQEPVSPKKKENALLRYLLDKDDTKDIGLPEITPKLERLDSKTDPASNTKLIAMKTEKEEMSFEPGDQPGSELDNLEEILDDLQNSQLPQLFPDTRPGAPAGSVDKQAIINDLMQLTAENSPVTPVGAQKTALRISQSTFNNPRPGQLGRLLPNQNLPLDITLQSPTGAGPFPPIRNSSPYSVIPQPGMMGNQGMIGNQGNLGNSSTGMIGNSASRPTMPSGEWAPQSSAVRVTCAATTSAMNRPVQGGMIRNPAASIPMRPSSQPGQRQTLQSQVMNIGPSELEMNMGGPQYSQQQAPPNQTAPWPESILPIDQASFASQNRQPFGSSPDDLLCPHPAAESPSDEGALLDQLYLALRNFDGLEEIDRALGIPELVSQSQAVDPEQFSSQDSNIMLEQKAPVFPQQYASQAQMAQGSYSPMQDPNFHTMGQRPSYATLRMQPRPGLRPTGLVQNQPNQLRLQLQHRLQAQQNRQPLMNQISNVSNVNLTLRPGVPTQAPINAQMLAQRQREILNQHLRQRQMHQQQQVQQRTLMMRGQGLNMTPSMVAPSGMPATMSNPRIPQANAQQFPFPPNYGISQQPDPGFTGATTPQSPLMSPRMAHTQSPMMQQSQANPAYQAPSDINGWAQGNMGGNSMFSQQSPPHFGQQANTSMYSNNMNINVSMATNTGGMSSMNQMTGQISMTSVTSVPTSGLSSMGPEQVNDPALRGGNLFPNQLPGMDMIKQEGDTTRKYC
Starred values were filed as active, the others as inactive; / = not tested or not shown.

SMILES	TWEAK-Fn14 inh	NR2F2 inh	TRAIL sens C8	TROY NFkB inh	EBV LMP1 NFkB	CF NFkB block	KKLEB tox	NCOA3 inh	NCOA1 inh	LRH-1 inv ag	SRC2 inh
N#Cc1ccc(COC(=O)c2ccc3c(=O)[nH]c(CN4CCOCC4)nc3c2)cc1	-29	-4	9	-7	5	-26	4	1	-10	-5	2
CCCC1(C(=O)OC)NC(c2ccco2)C2C(=O)N(c3ccc(C)cc3)C(=O)C21 (stereo not drawn)	-1	-18	0	0	3	-7	6	-22	-5	12	2
O=C(C1CCCCC1)N1CCC(c2nc3c(nnn3Cc3ccccc3Cl)c(=O)[nH]2)CC1	19	2	4	9	-4	-15	0	0	5	4	7
CCOc1ccc(CNC(=O)Cn2ccc3cc(S(=O)(=O)N4CCCC4)ccc32)cc1	4	9	12	-4	-2	-32	0	-27	-12	7	3
Cc1csc(NC(=O)CSc2nnc(NC(=O)COc3ccccc3)s2)n1	-21	8	14	-35	7	-8	13	13	-9	11	-9
CCOC(=O)c1ccc(Nc2nc(-c3cccnc3)nc3ccccc23)cc1	25	-5	30	3	0	-36	6	-9	0	55	12
COc1cccc(C(c2nnnn2C(C)(C)C)N2CCN(C3CCCCC3)CC2)c1OC (stereo not drawn)	-1	11	-3	-35	5	12	8	13	11	8	-13
O=C(Cn1cnc2c(nnn2Cc2ccc(F)cc2)c1=O)NCC1CCCO1 (stereo not drawn)	18	9	-62	0	-7	2	2	26	-5	4	20
COc1ccccc1NC(=O)Cn1cnc2c(oc3nc4c(cc32)CCCC4)c1=O	-3	-15	-2	-18	-3	-41	6	-4	6	0	12
C=CCOc1ccc(-c2nc3c(c(=O)[nH]c(=O)n3CCCC)n2C)cc1Br	-23	-9	3	-6	6	20	-21	-23	-15	7	-22

For reference, 2 of the compounds above:
SMILES	TWEAK-Fn14 inh	NR2F2 inh	TRAIL sens C8	TROY NFkB inh	EBV LMP1 NFkB	CF NFkB block	KKLEB tox	NCOA3 inh	NCOA1 inh	LRH-1 inv ag	SRC2 inh
N#Cc1ccc(COC(=O)c2ccc3c(=O)[nH]c(CN4CCOCC4)nc3c2)cc1	-29	-4	9	-7	5	-26	4	1	-10	-5	2
CCCC1(C(=O)OC)NC(c2ccco2)C2C(=O)N(c3ccc(C)cc3)C(=O)C21 (stereo not drawn)	-1	-18	0	0	3	-7	6	-22	-5	12	2

Next compounds.
SMILES	TWEAK-Fn14 inh	NR2F2 inh	TRAIL sens C8	TROY NFkB inh	EBV LMP1 NFkB	CF NFkB block	KKLEB tox	NCOA3 inh	NCOA1 inh	LRH-1 inv ag	SRC2 inh
Cn1nnnc1SCCNCc1ccncc1	7	-17	-8	11	-2	16	-23	-9	6	5	-14
CC1(C)NC(=O)N(CC(=O)OCC(=O)Nc2c(Br)cc([N+](=O)[O-])cc2Br)C1=O	1	12	-5	2	3	0	-10	-1	-13	-4	-11
COc1ccccc1C(=O)NC(=O)CSc1ccc(C)c(C)c1	-9	-1	-11	-4	-2	7	-8	-10	-16	12	6
Cc1cc2nnc(SCC(=O)N3CCN(c4ccccc4)CC3)n2c(N)n1	-10	8	-15	4	5	15	-5	-25	-7	-8	-4
O=C(COC(=O)CCC(NC(=O)OCc1ccccc1)C(=O)OCC(=O)Nc1ccccc1)Nc1ccccc1 (stereo not drawn)	2	5	-10	-10	-3	9	-10	15	3	-8	6
O=C(COC(=O)c1ccccc1O)NC(c1ccccc1)c1ccccc1	-2	41*	-17	-14	-16	-1	4	-1	-1	11	-12
CCCOc1ccc(-c2c(C(=O)N/N=C/c3ccc(OC)cc3)nnn2-c2nonc2N)cc1	-13	6	-10	-33	6	-7	1	14	12	20	10
COC(=O)Nc1ccc(S(=O)(=O)N2CCCC(C(=O)N3CCCCCC3)C2)cc1 (stereo not drawn)	-2	-13	-4	-27	4	-21	1	10	-5	9	6
S=C(NC1CCCCC1)N1CCN(Cc2ccccc2Cl)CC1	-12	5	3	-8	-6	-8	-9	-1	19	-15	18
COc1cccc(CN(C(=O)c2ccccc2)C2CCS(=O)(=O)C2)c1 (stereo not drawn)	-3	11	-6	6	0	-44	16	-9	-1	19	12

A stretch of the results above, as a working copy:
SMILES	TWEAK-Fn14 inh	NR2F2 inh	TRAIL sens C8	TROY NFkB inh	EBV LMP1 NFkB	CF NFkB block	KKLEB tox	NCOA3 inh	NCOA1 inh	LRH-1 inv ag	SRC2 inh
Cc1csc(NC(=O)CSc2nnc(NC(=O)COc3ccccc3)s2)n1	-21	8	14	-35	7	-8	13	13	-9	11	-9
CCOC(=O)c1ccc(Nc2nc(-c3cccnc3)nc3ccccc23)cc1	25	-5	30	3	0	-36	6	-9	0	55	12
COc1cccc(C(c2nnnn2C(C)(C)C)N2CCN(C3CCCCC3)CC2)c1OC (stereo not drawn)	-1	11	-3	-35	5	12	8	13	11	8	-13
O=C(Cn1cnc2c(nnn2Cc2ccc(F)cc2)c1=O)NCC1CCCO1 (stereo not drawn)	18	9	-62	0	-7	2	2	26	-5	4	20
COc1ccccc1NC(=O)Cn1cnc2c(oc3nc4c(cc32)CCCC4)c1=O	-3	-15	-2	-18	-3	-41	6	-4	6	0	12
C=CCOc1ccc(-c2nc3c(c(=O)[nH]c(=O)n3CCCC)n2C)cc1Br	-23	-9	3	-6	6	20	-21	-23	-15	7	-22
Cn1nnnc1SCCNCc1ccncc1	7	-17	-8	11	-2	16	-23	-9	6	5	-14
CC1(C)NC(=O)N(CC(=O)OCC(=O)Nc2c(Br)cc([N+](=O)[O-])cc2Br)C1=O	1	12	-5	2	3	0	-10	-1	-13	-4	-11
COc1ccccc1C(=O)NC(=O)CSc1ccc(C)c(C)c1	-9	-1	-11	-4	-2	7	-8	-10	-16	12	6
Cc1cc2nnc(SCC(=O)N3CCN(c4ccccc4)CC3)n2c(N)n1	-10	8	-15	4	5	15	-5	-25	-7	-8	-4
O=C(COC(=O)CCC(NC(=O)OCc1ccccc1)C(=O)OCC(=O)Nc1ccccc1)Nc1ccccc1 (stereo not drawn)	2	5	-10	-10	-3	9	-10	15	3	-8	6
O=C(COC(=O)c1ccccc1O)NC(c1ccccc1)c1ccccc1	-2	41*	-17	-14	-16	-1	4	-1	-1	11	-12
CCCOc1ccc(-c2c(C(=O)N/N=C/c3ccc(OC)cc3)nnn2-c2nonc2N)cc1	-13	6	-10	-33	6	-7	1	14	12	20	10

Further entries
SMILES	TWEAK-Fn14 inh	NR2F2 inh	TRAIL sens C8	TROY NFkB inh	EBV LMP1 NFkB	CF NFkB block	KKLEB tox	NCOA3 inh	NCOA1 inh	LRH-1 inv ag	SRC2 inh
C#CCOCCOCCOCCNc1nc(N2CCN(C(=O)Cn3cc(CCO)nn3)CC2)nc(N2CCN(C(=O)[C@H](CCCCN)n3cc(CCCC)nn3)CC2)n1	1	-9	-10	-6	2	7	-2	13	-1	15	9
Cc1ccc(NC(=O)CCC(=O)N/N=C/c2ccccc2O)cc1	14	8	31	3	-2	16	-1	20	16	23	17
CCOc1cc(/C=N/NC(=O)C2CCCC2)ccc1OC(C)C	-26	-11	10	-4	-9	4	-32	13	-10	-17	7
Cc1nn(-c2ccccc2)c(N)c1N=O	3	-8	-4	6	/	0	6	17	-13	9	-14
COc1ccc(-c2oc3cccnc3c2/C=C/c2ccc(OC)c(OC)c2)cc1	-16	9	3	-18	5	-21	-3	-13	-30	7	-34
COCCCN1C(=O)C(CC(=O)NCc2ccco2)CC(C(=O)N2CCOCC2)=C1C (stereo not drawn)	11	15	-1	-5	-1	-7	8	-12	0	30	8
CCOc1cc(N2CCOCC2)c(OCC)cc1NC(=O)c1ccc(-n2ccnc2)c([N+](=O)[O-])c1	-8	4	9	11	1	0	1	0	18	-6	-12
O=C(NCCO)NC(=S)c1ccccc1	4	-10	-26	7	3	-16	-4	-5	1	-11	-10
O=C1/C(=C/c2ccccc2)CN(C(=O)CCN2CCOCC2)C/C1=C\c1ccccc1	100*	57*	56*	22	-35	90*	9	13	-45	53	13
O=C(CCCc1ccccc1)NCc1ccccc1Cl	-13	-8	-18	-53	-7	16	-12	-17	-11	-10	5
CC(C)(Cc1ccc(O)cc1)NC(=O)SCc1ccccc1	-8	7	6	-15	-3	3	-2	-3	-2	-10	-6
CCC1c2ccc(C)n2CCN1C(=O)Nc1ccccc1C(=O)OC (stereo not drawn)	-5	-2	0	-16	-4	6	-13	-7	5	6	-2
CCC(C(=O)NCCCN1CCCC1=O)n1c2ccccc2c2nc(=O)cc(C)n21 (stereo not drawn)	35	5	13	8	-3	4	-10	9	6	-19	-38
Cc1ccc(S(=O)(=O)c2cc3c(=O)n4cccc(C)c4nc3n(Cc3ccncc3)c2=N)cc1	-13	/	1	-11	1	19	-10	10	2	-3	/
CN(C(=O)c1ccno1)c1nnc(-c2ccccn2)s1	12	-30	-2	-18	-4	-9	6	5	-8	-17	-55
O=C(Nc1ccc(N2CCOCC2)cc1)c1cc(-c2ccncc2)nc2ccccc12	-13	7	27	-3	-2	-8	-14	-3	-31	17	-41
O=C(CSc1nc2ccccc2s1)Nc1cc(C(=O)O)cc(C(=O)O)c1	1	18	0	-5	5	-9	-17	-5	-3	7	-3
Cc1nnc(SCC(=O)N2CCOCC2)[nH]c1=O	2	16	-4	-1	-1	6	-8	9	13	20	4
CCn1c(SCc2nc3ccccc3[nH]2)nnc1-c1ccncc1	-5	15	-23	8	-6	-36	3	11	-15	11	0
O=C(O)c1cc(O)ccc1NC(=O)C(c1ccccc1)c1ccccc1	110*	-1	-18	61*	9	-19	8	8	10	0	-21
CC1(C(=O)NCc2ccccc2Br)CCN1Cc1ccc(-c2ccccn2)cc1 (stereo not drawn)	43	26	8	30	/	9	4	-9	17	20	-2
COC(=O)c1ccccc1NC(=O)NCc1ccc2c(c1)OCO2	-12	15	12	-1	-6	0	-4	6	-29	4	-1
CN(C)/C=N/c1sc2c(c1C#N)CC(C)(C)NC2(C)C	-9	12	-1	-3	4	15	-1	10	3	1	7
OCC1(Cc2ccccc2)CCCN(Cc2ccn[nH]2)C1 (stereo not drawn)	13	2	-8	11	5	4	-8	6	16	0	-5
CC(=O)c1ccc(OC(C)C)c(CSc2nc(O)cc(=O)[nH]2)c1	-4	-14	-36	8	7	8	8	22	4	0	2
C[C@H]1CN([C@@H](C)CO)C(=O)c2cc(Br)cnc2O[C@@H]1CN(C)S(=O)(=O)c1ccccc1	-2	-12	-6	-9	-3	-14	6	8	-2	13	2
Cn1c(SCC(=O)N2CCN(c3ccccc3)CC2)nnc1-c1ccco1	-5	20	-11	18	-2	-2	-2	8	-12	34	6
CCOc1ccc(OCc2ccc(C(=O)N3CCCC3)o2)cc1	13	11	2	-22	6	9	0	-24	-32	-36	-22
COc1ccc(C(=O)c2ccc(Cl)c([N+](=O)[O-])c2)cc1	20	-53	-37	23	4	64*	-44	26	-19	28	23

Outcome played no part in choosing rows. Share with any hit: about 4.2%.
